# PI4K2A block: inhibitors of human PI4K2A. activity change, negative = inhibition, % at 76.9 µM. hit rate 0.13% among 420,000. purified PI4K2A, ADP-Glo luminescence, 1 h; active compounds read low. Q9BTU6; in the data active = activity change below about -50%; inconclusive = mostly about -30% to -49%;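 note: -100% = wells without enzyme as full effect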
#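 Compounds are screened against recombinant PI4K2A using PI as substrate and ATP, the latter dispensed at 300 microM. Reactions run one hour at ambient temperature before ADP-Glo detection; full inhibition defined by wells lacking enzyme.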
# G9a block: inhibitors of human histone lysine methyltransferase G9a; Q96KQ7; G9a H3K9 monomethylation, AlphaScreen, 2 h; Potency, µM (top dose mostly 102 µM), for inactives: at the top dose activity, negative = inhibition, usual class: inhibitors; hit rate 8.8% among 350,000; note: potency is the fitted concentration of half-maximal effect; % is set by controls: 0 for no effect and ±100 for the full control effect; nearly all actives have a fitted effect of over 75% in size
#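 Enzyme 20 nM + cpd, 15 min RT; add b-H3K9 pep 500 nM / SAM 20 uM; 2 h RT; anti-H3K9me1 Ab 0.5 ug/mL + SA donor / anti-rabbit acceptor beads 20 ug/mL each, 10 min; AlphaScreen read.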
# ERG Ets-DNA blk: ERG Ets/DNA interaction inhibition; hit rate 0.028% among 370,000; Potency, µM (titrated, usually from 76.9 µM), without a hit: at the top dose FP activity, negative = inhibition, hits mostly inhibitors; fluorescence polarization, His-ERG Ets domain / labelled DNA; active = well fitted inhibition curve with a large enough effect in the polarisation, with a control signal flat; inconclusive = small, poorly fitted or top-dose-only effect, or effect the other way, or a change in a side signal; inactive = no such curve, though single readings can be large or run the other way; the % refers to the polarisation;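 note: polarization taken with two DNA probes labelled with fluorescein and Texas red; potency is the fitted concentration of half-maximal effect; % of control where 0% means no effect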
# Target sequence (P11308 whole entry, looked up, the tested form may be a part): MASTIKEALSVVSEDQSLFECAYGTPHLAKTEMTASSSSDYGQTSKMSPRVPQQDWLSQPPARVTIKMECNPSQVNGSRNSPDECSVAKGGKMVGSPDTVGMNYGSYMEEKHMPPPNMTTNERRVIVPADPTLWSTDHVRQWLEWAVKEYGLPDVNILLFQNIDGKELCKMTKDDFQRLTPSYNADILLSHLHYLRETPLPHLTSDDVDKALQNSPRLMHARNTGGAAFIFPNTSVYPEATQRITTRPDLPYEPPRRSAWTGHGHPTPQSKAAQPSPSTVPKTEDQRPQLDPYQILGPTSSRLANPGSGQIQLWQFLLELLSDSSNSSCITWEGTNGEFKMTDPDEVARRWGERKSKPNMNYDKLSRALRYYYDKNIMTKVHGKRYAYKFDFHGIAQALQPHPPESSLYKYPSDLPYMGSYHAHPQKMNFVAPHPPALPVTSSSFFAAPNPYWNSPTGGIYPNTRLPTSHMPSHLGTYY
#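 His-tagged ERG Ets domain (1 uM in the protein solution; 300mM KCl, 50mM Tris-HCl, 1mM EDTA, 1mM DTT, pH 7.5) received compound, then a probe mix of 5 nM fluorescein-DNA and 100nM Texas-615-DNA. Fluorescence polarization was read for both dyes.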
# JMJD2A Tudor: blocks the human JMJD2A Tudor domain | hit rate 4.4% among 390,000 | O75164 | AlphaScreen JMJD2A-Tudor / H3K4me3 peptide binding | Potency, µM (titrated, usually from 114 µM), for the others: at the top dose activity change, negative = inhibition, most hits filed as inhibitors; note: potency is the fitted concentration of half-maximal effect; % is set by controls: 0 for no effect and ±100 for the full control effect; nearly all actives have a fitted effect of over 50% in size
# Tb PGK inh: inhibitors of T. brucei phosphoglycerate kinase. PGK/GAPDH coupled, Kinase-Glo luminescence, 60 min. Potency, µM (series often up to 57.5 µM), for inactives: at the top dose activity change, negative = inhibition, most hits filed as inhibitors. hit rate 0.043% among 380,000; note: potency is the fitted concentration of half-maximal effect; % is set by controls: 0 for no effect and ±100 for the full control effect; nearly all actives have a fitted effect of over 60% in size
#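 Luminescent ATP detection (Kinase-Glo Plus) follows a 60-minute room-temperature incubation, with wells lacking PGK as controls. Buffer: 100 mM TEA (pH 7.6), 5 mM MgCl2, 0.01% Tween-20. Coupling enzyme GAPDH (100 nM final) supplies unstable 1,3-BPG in-well.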
# BAZ2B block: inhibitors of human BAZ2B bromodomain | Q9UIF8 | AlphaScreen BAZ2B-H3K14Ac peptide displacement | Potency, µM (highest dose often 114 µM), for the others: at the top dose activity change, negative = inhibition, hits mostly inhibitors | hit rate 4.4% among 360,000; note: potency is the fitted concentration of half-maximal effect; % is set by controls: 0 for no effect and ±100 for the full control effect; nearly all actives have a fitted effect of over 60% in size
#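 AlphaScreen displacement: compounds (up to 110uM) incubated 30 min at room temperature with a preformed 50 nM BAZ2B/50 nM biotinylated H3K14Ac peptide complex in PBS pH 7.4 with Tween-20. Donor and acceptor beads at 10 ug/mL final added, 20 min light-protected before reading.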
# HP1b chromo inh: inhibitors of HP1-beta chromodomain binding to methylated histone tails; P83916; AID 540317; AlphaScreen HP1-beta / biotin-H3K9me3 peptide binding; hit rate 0.56% among 390,000; Potency, µM (highest dose often 114 µM), without a hit: top-dose activity change, negative = inhibition, usual class: inhibitors; note: potency is the fitted concentration of half-maximal effect; nearly all actives have a fitted effect of over 70% in size; inactives centre near 23
# Target sequence (P83916 whole entry, looked up): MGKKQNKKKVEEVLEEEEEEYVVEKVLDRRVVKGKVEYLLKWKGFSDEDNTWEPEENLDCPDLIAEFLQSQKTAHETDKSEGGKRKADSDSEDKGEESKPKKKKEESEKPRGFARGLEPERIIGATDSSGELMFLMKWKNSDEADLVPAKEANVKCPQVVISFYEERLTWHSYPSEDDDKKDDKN
#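 AlphaScreen: HP1-beta (50 nM) preformed 30 min with biotin-H3(1-18)K9me3 peptide (50 nM) in PBS pH 7.4, 0.01% Tween-20. Compound added for 30 min at RT, then streptavidin donor/nickel chelate acceptor beads (10 ug/mL) for 30 min.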
# Pin1 inhibitor: human Pin1 inhibition | Q13526 | Pin1 FP peptide displacement, HiFluor488, 10 min | Potency, µM (titrated, usually from 115 µM), for the others: at the top dose activity, negative = inhibition, hits mostly inhibitors | hit rate 0.009% among 390,000 | AID 504891; active = well fitted inhibition curve with a large enough effect in the polarisation, with a control signal flat, not every such curve was filed as active; inconclusive = small, poorly fitted or top-dose-only effect, or effect the other way, or a change in a side signal; inactive = no such curve, though single readings can be large or run the other way; the % refers to the polarisation; note: potency is the fitted concentration of half-maximal effect; % is set by controls: 0 for no effect and ±100 for the full control effect
# Target sequence (Q13526 whole entry, looked up): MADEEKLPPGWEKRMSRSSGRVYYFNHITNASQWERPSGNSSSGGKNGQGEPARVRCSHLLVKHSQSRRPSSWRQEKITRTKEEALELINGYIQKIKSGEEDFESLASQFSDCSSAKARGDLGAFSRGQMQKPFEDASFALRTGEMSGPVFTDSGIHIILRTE
# GLS inhibitor: inhibitors of human glutaminase (GLS). Potency, µM (series often up to 45.5 µM), inactives show at the top dose activity change, negative = inhibition, hits mostly inhibitors. AID 624170. hit rate 0.21% among 410,000. O94925. GLS enzymatic activity, qHTS titration; note: potency is the fitted concentration of half-maximal effect; % is set by controls: 0 for no effect and ±100 for the full control effect
#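 Glutamate formation by hKGA was monitored fluorometrically using coupled glutamate oxidase, HRP and Amplex Red. Substrate was added as 1 mM L-glutamine solution; incubation was 30 min at RT after an initial read.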
# * hit, by the source's call; i = inactive; ? = inconclusive; nt = no result given; [ ] = another dose, or the depositor's remark. Unless noted, calls come from the whole dose curve; as a rule, active = well fitted curve in the direction sought with a large enough effect; inconclusive = small, poorly fitted or top-dose-only effect, or another doubt; inactive = no such curve, though single readings can be large; an effect the other way counts as inactive or inconclusive.
SMILES,PI4K2A block,G9a block,ERG Ets-DNA blk,JMJD2A Tudor,Tb PGK inh,BAZ2B block,HP1b chromo inh,Pin1 inhibitor,GLS inhibitor
O=C(O)CC(SCC(=O)Nc1ccc(S(=O)(=O)N2CCCC2)cc1)C(=O)O (stereo unspecified),1,?,?,-5%,i,nt,36%[activator],?,-1%
O=S(=O)(Nc1c(S(=O)(=O)c2ccccc2)c2nc3ccccc3nc2n1C1CCCCC1)c1ccccc1,?,3%[59 µM],nt,11%,-4%,4%,68%[activator],?,-17%
OCCNc1ccc(Cl)cc1,-3,7%,-11%,3%,-10%,-1%,24%,-2%,17%
O=C(Nc1c2c(nn1-c1ccc(F)cc1)CS(=O)(=O)C2)C1CCCC1,3,-4%,-13%,-5%,2%,4%,28%,3%,17%
O=C1N(Cc2ccccc2Cl)c2ccccc2C1(O)c1c[nH]c2ccccc12 (stereo unspecified),6,-20%[59 µM],-2%,?,-8%,?,-4%,3%,1%
COc1ccc(CCN2CN(S(=O)(=O)c3ccc(C)cc3)c3nc4ccccc4nc32)cc1OC,-1,-21%[59 µM],-4%,-4%,-1%,9%,40%[activator],0%,-1%
O=C(O)CSc1nnc(-c2ccc(Cl)cc2Cl)n1Cc1ccccc1,6,6%,-7%,-19%,-2%,-11%,37%[activator],-1%,4%
COc1ccc(NC(C)=O)cc1NC(=O)CN1CCN(c2ccccn2)CC1,-1,?,7%,-16%,-11%,10%,33%,-6%,8%
Cc1ccc(-c2nc(S(=O)(=O)c3ccc(F)cc3)c(N3CCN(c4ccccc4)CC3)o2)cc1,5,-17%[59 µM],-6%,-17%,i,?,-1%,1%,7%
CCOc1c(Nc2ccccc2O)c(=O)c1=O,2,4%[59 µM],2%,1%,1%,-1%,27%,-1%,?
COCCCNS(=O)(=O)c1ccc(Cl)c(C(F)(F)F)c1,2,31%,-2%,-12%,0%,9%,19%,4%,-4%
Cc1cccc(C(=O)O/N=C(\N)c2cccc([N+](=O)[O-])c2)c1,4,4%,-3%,-16%,-15%,-5%,-2%,7%,-5%
Cc1ccccc1N1CCN(C(=O)C2CCCCC2)CC1,0,-11%[2.33 µM],6%,-2%,-8%,-7%,9%,-3%,1%
COc1ccccc1C(=O)NCC(=O)OCC(=O)c1ccc(Cl)s1,-6,-12%,6%,-7%,-1%,-2%,-5%,0%,4%
Cc1oc2c(CN3CCCC3)c(O)ccc2c(=O)c1-c1ccc(Br)cc1,-2,1%,nt,-13%,7%,-19%,24%,1%,43%[activator]
O=C(CN1C(=O)CCc2cc(S(=O)(=O)N3CCOCC3)ccc21)NCc1ccccc1Cl,-3,-3%[12.7 µM],8%,3%,5%,-2%,31%,1%,2%
COc1ccc(-c2nnc(SCC(=O)N3CCOCC3)n2C)cc1OC,1,37%[59 µM],-3%,1%,i,-1%,38%,-3%,6%
COc1ccc(OC)c(CN2CCN(C(=O)CNC(=O)c3ccccc3F)CC2)c1,2,nt,3%,-5%,-3%,nt,19%[57 µM],-4%,-3%
Nc1n[nH]c(N)c1N=Nc1ccc2c(c1)OCO2,-7,9%[59 µM],3%,?,-1%,40µM*,-5%,-1%,18%
COc1cc(NC(=O)c2cc(-c3cccnc3)nc3ccc(Br)cc23)cc(OC)c1,-3,10%[12.7 µM],-4%,-11%,-10%,-14%,23%,15%,4%
Cc1ccc(CNC(=O)CNC(=S)N(Cc2ccccc2)Cc2ccccc2F)cc1,-1,-1%,1%,-20%,i,-16%,17%,-2%,-5%
CN(CCOC(=O)c1ccco1)Cc1ccccc1,-5,-1%,-6%,-15%,i,-6%,28%,1%,-1%
COc1ccc(CC(=O)Nc2nnc(CC(C)C)s2)cc1S(=O)(=O)N1CCOCC1,7,-21%,-3%,-3%,-1%,0%,21%,-21%,-7%
NC(=S)Cc1ccc(Cl)cc1Cl,0,?,16%,-16%,-4%,-23%,-2%,-4%,4%
COc1ccc(S(=O)(=O)N2CCC(C(=O)N3CCc4ccccc4C3)CC2)cc1C,7,-45%[59 µM],-5%,-29%,-6%,-7%,19%,2%,-6%
CS(=O)c1ccccc1-c1nc(-c2cccc(Cl)c2)no1 (stereo unspecified),2,-3%,0%,35µM*,-5%,3%,-2%,5%,-3%
CSc1ccccc1C(=O)NCCS(=O)(=O)N1CCN(c2ccc(F)cc2)CC1,-2,1%[0.501 µM],-10%,-9%,i,9%,8%,1%,-8%
Cc1nc2cc(NC(=O)COc3ccc(C#N)cc3)ccc2n1-c1ccccc1,8,-48%,2%,-1%[57.1 µM],6%,-27%,41%[activator],-5%,4%
Cc1ccc(-n2cnc3c(=O)[nH]cnc32)cc1,-5,nt,0%,-13%,-9%,nt,-7%,-11%,-1%
COC(=O)C(NC(=O)c1ccccc1)(Nc1nccs1)C(F)(F)F (stereo unspecified),-5,-1%,0%,-24%,-1%,0%,26%,-10%,15%
Cc1ccc(CCNC(=O)C(C)n2nc(C)c3c(C)n(-c4ccc(C)cc4)nc3c2=O)cc1 (stereo unspecified),3,?,0%,0%,0%,-5%,29%,-4%,0%
Cc1ccc(CC(=O)NNC(=O)c2cccs2)cc1C,-3,-22%,4%,-6%,-8%,0%,47%[activator],-1%,-6%
CCOC(=O)N1CCN(Cc2nc3cc(NC(=O)c4ccco4)ccc3n2CC)CC1,2,90%[activator],-21%,1%,-2%,1%,36%,2%,0%
CN(C)S(=O)(=O)c1cccc(NC(=O)c2ccc(S(=O)(=O)N3CCCCC3)cc2)c1,-5,?,18%,89µM*,-7%,7%,19%,0%,-1%
CN(C)C(=S)NC(=S)Nc1ccc2ccccc2c1,-4,nt,-6%,?,i,nt,-25%,-1%,7%
Cc1cc(-c2csc(N)n2)c(C)n1C,-28,10µM*,-21%,?,-8%,50µM*,-22%,?,4%
Cc1ccc(C2NC(=S)NC3=C2N2CCC3CC2)cc1 (stereo unspecified),-2,-33%[0.501 µM],-10%,-5%,-5%,?,27%,3%,-1%
CC(=O)N1CCN(Cc2nc3cc(NC(=O)c4ccc(Cl)cc4)ccc3n2C)CC1,4,?,-6%,-10%,-4%,?,26%,12%,4%
CC(=O)Nc1cccc(OCC(=O)Nc2ccc(F)cc2)c1,1,15%[12.7 µM],-1%,-18%,-5%,10%,14%,-9%,13%
CC(Oc1ccccc1)C(=O)Nc1cc(Cl)ccc1-n1cncn1 (stereo unspecified),2,45µM*,-9%,-1%,i,-4%,24%,-9%,2%
C/C=C/n1ccnc1CC(O)(c1ccccc1)c1ccc(C)cc1 (stereo unspecified),8,nt,7%[15.4 µM],-19%,7%,nt,1%,-2%,15%
C=CCN1C=CC(=C/C=C(/C#N)C(=O)OCC)C=C1,-6,?,-5%,-10%,0%,?,-1%,?,6%
COc1ccccc1NS(=O)(=O)c1ccc2c(c1)CCN2C(=O)CCC(=O)O,2,-40%,-10%,-3%,-1%,16%,21%,-2%,15%
CN1CCN(C(=O)c2cnn(-c3ccccc3)c2NC(=O)c2ccccc2Br)CC1,2,-12%,1%,-2%,-7%,11%,9%,-1%,-9%
O=C(Nc1cccc2ccccc12)c1ccccc1NS(=O)(=O)c1cccc2cccnc12,1,?,nt,-16%,-7%,-1%,12%,2%,4%
CCCCC(C(=O)O)C(C)CC(=O)NNC(=O)c1ccco1 (stereo unspecified),-2,6%,1%,-13%,-9%,4%,15%,-3%,3%
CC(NC(=O)COc1ccccc1)C(=O)NCc1ccccc1Cl (stereo unspecified),-2,nt,-3%,-12%,-8%,nt,28%,-9%,1%
Cc1cccc(-n2cc(C(=O)O)c(=O)cc2C)c1,-1,22µM*,-5%,45µM*,8%,-38%,-4%,0%,6%
O=C(NC1CCCCC1)N1CCC(c2nc(-c3ccc(S(=O)(=O)N4CCCC4)cc3)no2)CC1,2,14%[59 µM],6%,-12%,-1%,-1%,20%,-6%,7%
O=C(CCS(=O)(=O)Cc1ccccc1F)NCCc1ccc(Cl)cc1,-2,1%,9%,2%,nt,8%,38%[activator],1%,-10%

# (list continues)
SMILES,PI4K2A block,G9a block,ERG Ets-DNA blk,JMJD2A Tudor,Tb PGK inh,BAZ2B block,HP1b chromo inh,Pin1 inhibitor,GLS inhibitor
CCOc1ccc(Br)cc1S(=O)(=O)Nc1ccc(Cl)c(S(=O)(=O)N(C)C)c1,-1,0%,-5%,-6%,6%,7%,30%,1%,11%
Cc1ccccc1N(C(=O)Cc1c[nH]c2ccccc12)C(C(=O)NC1CCCCC1)c1ccco1 (stereo unspecified),-8,-10%,4%,9%,-6%,3%,25%,-7%,0%
COc1ccc(NC(=S)N2C3CCC2CC(NC(=O)NC24CC5CC(CC(C5)C2)C4)C3)c(OC)c1 (stereo unspecified),-3,17%[59 µM],nt,-21%,-4%,-3%,5%,3%,42%[activator]
S=C(NC1CCCCC1)N1CCCCC1,0,9%[59 µM],4%,-18%,i,-5%,8%,-5%,7%

# Already shown: two of the compounds above.
SMILES,PI4K2A block,G9a block,ERG Ets-DNA blk,JMJD2A Tudor,Tb PGK inh,BAZ2B block,HP1b chromo inh,Pin1 inhibitor,GLS inhibitor
O=C(CCS(=O)(=O)Cc1ccccc1F)NCCc1ccc(Cl)cc1,-2,1%,9%,2%,nt,8%,38%[activator],1%,-10%
CCOc1ccc(Br)cc1S(=O)(=O)Nc1ccc(Cl)c(S(=O)(=O)N(C)C)c1,-1,0%,-5%,-6%,6%,7%,30%,1%,11%
